High-throughput results: PubChem BioAssay, National Center for Advancing Translational Sciences (NCATS)
KAT2A inh – qHTS Assay for Inhibitors of GCN5L2; Potency, µM (series often up to 58.9 µM), inactives show top-dose activity change, negative = inhibition, usual class: inhibitors; 0.21% of 390,000 active; Histone acetyltransferase KAT2A (Homo sapiens), Q92830; GCN5L2 HAT assay, ThioGlo1 CoA-SH fluorescence
Target sequence (Q92830 whole entry, looked up): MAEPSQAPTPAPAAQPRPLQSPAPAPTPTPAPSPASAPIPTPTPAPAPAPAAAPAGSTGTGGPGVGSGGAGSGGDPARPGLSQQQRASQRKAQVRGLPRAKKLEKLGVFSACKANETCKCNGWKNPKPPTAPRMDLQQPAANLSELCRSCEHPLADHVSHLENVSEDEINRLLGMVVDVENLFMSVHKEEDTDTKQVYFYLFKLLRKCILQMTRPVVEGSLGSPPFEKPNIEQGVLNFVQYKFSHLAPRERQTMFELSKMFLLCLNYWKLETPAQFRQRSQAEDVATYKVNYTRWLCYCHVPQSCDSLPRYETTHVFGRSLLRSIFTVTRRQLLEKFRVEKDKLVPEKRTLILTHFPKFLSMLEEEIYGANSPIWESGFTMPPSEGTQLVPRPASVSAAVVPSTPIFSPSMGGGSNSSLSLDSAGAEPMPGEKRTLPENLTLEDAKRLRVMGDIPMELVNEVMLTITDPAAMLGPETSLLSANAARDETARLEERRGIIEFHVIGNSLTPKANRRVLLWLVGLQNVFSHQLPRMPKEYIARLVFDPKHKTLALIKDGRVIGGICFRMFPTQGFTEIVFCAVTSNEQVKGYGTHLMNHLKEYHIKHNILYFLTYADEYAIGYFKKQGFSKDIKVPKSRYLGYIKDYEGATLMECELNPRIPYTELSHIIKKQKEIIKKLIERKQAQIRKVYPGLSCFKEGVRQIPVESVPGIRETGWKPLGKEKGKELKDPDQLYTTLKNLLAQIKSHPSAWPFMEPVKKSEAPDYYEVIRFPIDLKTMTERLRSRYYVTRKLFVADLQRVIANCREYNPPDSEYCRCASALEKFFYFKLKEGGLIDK
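GCN5L2 (20 nM) in 50mM HEPES pH 7.5, 0.1mM EDTA, 0.01% Tween-20 preincubated 15 min with compounds at room temperature. Reaction started with H3(1-25) 75uM, acetyl-CoA 70uM, ThioGlo1 50uM; CoA-thiol fluorescence (Ex340/Em540) read at 0 and 20 min.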
FEN1 inh – qHTS Assay for the Inhibitors of Human Flap endonuclease 1 (FEN1); P39748; Recombinant FEN1 flap cleavage, fluorescence, 15 min; Potency, µM (top dose mostly 114 µM), without a hit: top-dose activity change, negative = inhibition, hits mostly inhibitors; 0.35% of 390,000 active; also: nearly all actives have a fitted effect of over 65% in size
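With each library titrated from low to high concentration, compounds met 10 nM FEN1 for 15 min at room temperature before 50 nM substrate was added; readings at 0 and 15 min fed four-parameter Hill curve fits.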
N370S GC – qHTS Assay for Inhibitors and Activators of N370S glucocerebrosidase as a Potential Chaperone Treatment of Gaucher Disease. Potency, µM (series often up to 59.4 µM), inactives show top-dose activity change, negative = inhibition, most hits filed as inhibitors. N370S GC spleen homogenate, 4MU-glucoside fluorescence. 0.092% of 330,000 active;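 also: 0% = full enzyme activity and -100% = no enzyme basal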
Numbers without * were called inactive; ? = inconclusive; · = no result given; & = joins results of further samples; [ ] = remark or other dose. Calls follow the shape of the dose curve; as a rule, active = well fitted curve in the direction sought with a large enough effect; inconclusive = small, poorly fitted or top-dose-only effect, or another doubt; inactive = no such curve, though single readings can be large; an effect the other way counts as inactive or inconclusive. Unless noted, % is scaled to controls: 0 for no effect and ±100 for the full control effect; potency is read from the fitted curve at half-maximal effect.

SMILES	KAT2A inh	FEN1 inh	N370S GC
O=C(OCC1O[C@@H](OC(=O)c2cc(O)c(O)c(O)c2)[C@@H](OC(=O)c2cc(O)c(O)c(O)c2)[C@@H](OC(=O)c2cc(O)c(O)c(O)c2)[C@@H]1OC(=O)c1cc(O)c(O)c(O)c1)c1cc(O)c(O)c(O)c1 (stereo partly drawn)	?	·	?
O=c1c2ccccc2nc(-c2ccccc2)n1-c1ccncc1	23%	0%	-12%
C=CCNC(=O)c1c(N)n(CCN2CCOCC2)c2nc3ccccc3nc12	-19%	-20%	6%
O=c1[nH]c(=S)[nH]c(O)c1N=Nc1ccc(S(=O)(=O)N2CCc3ccccc32)cc1	-18%	-1%	-17%
Cc1ccc(OC(F)F)c(N2C(=O)C3C4CCC(O4)C3C2=O)c1 (stereo not drawn)	-4%	23%	·
CCOP(=O)(NC(C)C)Oc1ccc(SC)c(C)c1 (stereo not drawn)	·	-15%	1%
O=c1[nH]c(=S)n(C2CC2)c(O)c1C=NCc1ccc(F)cc1	9%	21%	31%
CC(Cc1ccccc1)NCCC(=O)NC(C)Cc1ccccc1 (stereo not drawn)	-9%	3%	-10%
COc1ccc(/C=C2/C(=O)NC(=O)N(c3ccc(C)c(C)c3)C2=O)cc1CN1C(=O)c2ccccc2C1=O	38%[activator]	-11%	3%
COc1ccc(/C=C2/C(=O)NC(=O)N(c3ccccc3)C2=O)cc1CN1C(=O)c2ccccc2C1=O	-25%	?	-6%
CCCCCCn1c(O)c(C=NCCN2CCOCC2)c(=O)[nH]c1=O	-6%	1%	-3%
CC(=O)[C@@H]1CC[C@H]2[C@@H]3CC[C@@H]4CC(=O)CC[C@]4(C)[C@H]3CC[C@]12C	-16%	·	15%
C/C(=N\N1CCCCC1c1cccnc1)c1c(O)n(C2CCCCC2)c(=S)[nH]c1=O (stereo not drawn)	1%	-4%	1%
CCOc1cc(C=C2C(=O)NC(=O)NC2=O)ccc1OS(=O)(=O)c1ccccc1	-13%	-11%	-6%
Cc1cc(C)c(C(=O)N2CCC3(CC2)OCCO3)c(C)c1	-6%	2%	-8%
CN(C)CC1CSCCC1(O)c1ccc(Cl)cc1 (stereo not drawn)	1%	8%	-1%
OC1(c2ccc(F)cc2)CCNC1 (stereo not drawn)	-8%	-2%	4%
O=C1C2CCN(CC2)C12CC2c1ccc(C(F)(F)F)cc1 (stereo not drawn)	-4%	9%	5%
CN1CC[C@]2(C)c3cc(O)ccc3N(C)[C@@H]12	8%[21.4 µM]	·	0%[21.6 µM]
CCOc1ccc(CN(CCc2ccc3c(c2)OCO3)Cc2ccc(C)cc2)cc1	-11%	-16%	·
COc1cccc(C2=NOC(C(=O)N3CCC4(CC3)OCCO4)C2)c1 (stereo not drawn)	9%	3%	11%
Cc1nn(Cc2ccccc2)c(C)c1C(=O)OCC(=O)Nc1ccccc1SCC#N	-2%	-17%	4%[2.35 µM]
COc1ccc(/C=C2\C(=N\O)C3CCN2CC3)cc1	-1%	-12%	-4%
CC1C2Cc3ccc(O)cc3[C@]1(C)CCN2CCc1ccccc1 (stereo partly drawn)	-4%	-13%	·
CCOc1cc2c(cc1OCC)-n1cccc1C(c1ccc(F)c(OC)c1)NC2 (stereo not drawn)	-19%	-17%	-23%
O=C(NC(Cc1cnc[nH]1)C(=O)O)c1ccccc1 (stereo not drawn)	0%	7%	0%
COc1ccc(O)c(CN2CCCC(C(=O)c3sccc3C)C2)c1 (stereo not drawn)	0%	-12%	2%
O=C(c1cc(F)ccc1F)C1CCCN(Cc2ccc3nonc3c2)C1 (stereo not drawn)	-4%	-12%	-2%
COCCCNC(=O)c1c(N)n(Cc2ccco2)c2nc3ccccc3nc12	-7%	-10%	?
CCC1(C)CC(CCNCc2ccc(N(C)C)cc2)(c2ccc(F)cc2)CCO1 (stereo not drawn)	2%	1%	0%
COC(=O)C1=C(c2ccccc2OCc2ccccc2)C[C@@H]2CC[C@H]1N2C(=O)NCCN1CCOCC1	0%	-3%	·
COC1CCCCC1NCCc1ccccc1 (stereo not drawn)	3%	1%	-6%
CCOc1cccc(CNC2CN3CCC2CC3)c1 (stereo not drawn)	-2%[0.501 µM]	1%	-5%
Cc1o[nH]c(=O)c1C[C@H](N)C(=O)O	0%&-12%	·	7%&-2%&12%&15%
O=c1[nH]c(=O)n(C2CCCCC2)c(O)c1C=NCCCn1ccnc1	3%	-12%	4%
COc1ccc2c(C)c(CC(=O)N3C[C@H]4C[C@@H](C3)c3cccc(=O)n3C4)c(=O)oc2c1	-14%	-3%	-4%
Cn1cc(C(=O)NCc2ccccc2)c2ccccc21	-5%	-15%	-1%
CCCn1c(C(=O)c2ccccc2OC)nc2ccccc21	3%	-2%	7%
CCC(=O)c1cn(Cc2ccc(C#N)cc2)c2ccccc12	1%	-14%	-29%
Oc1cc2c(cc1CN1CCN(c3ccccc3F)CC1)OCO2	-1%	-4%	-7%
C[C@H](CCC(=O)O)C[C@H](C)C[C@H](C)C(=O)/C=C(\O)[C@H](C)C[C@H](C)C/C=C/[C@@H](C)[C@@H](O)[C@@H](C)[C@@H](O)C[C@@H]1CC[C@@](C)(C2CC[C@@](C)([C@@H](C)O)O2)O1 (stereo partly drawn)	?	·	-1%
Cc1cc(OCc2ccc([N+](=O)[O-])cc2)c2c3c(c(=O)oc2c1)CCCC3	27%	-4%	9%
CCCCn1c(O)c(C=NCc2ccc3c(c2)OCO3)c(=O)[nH]c1=O	-4%	5%	18%
COc1ccccc1/C=C1/C(=N/O)C2CCN1CC2	-7%	2%	-2%[2.35 µM]
CCN(CC)CCOC(=O)C(O)(c1ccccc1)c1ccccc1	0%&-22%&3%	-3%	-18%&5%&18%
O=c1c2ccccc2nc(/C=C\c2ccccc2F)n1-c1ccc(O)cc1	-6%	-9%	·
CCOC(=O)c1cccc([P+](=O)O)c1	2%	-1%	-4%
CCNc1nc(NC(C)C)nc(NS(=O)(=O)c2ccc(Cl)cc2)n1	-1%	-4%	?
COc1cc(CC2(CCc3ccncc3)C(=O)N(C)C(=O)N(C)C2=O)cc(OC)c1OC	0%	35%	-19%
NC(Cc1ccc(N(CCCl)CCCl)cc1)C(=O)O (stereo not drawn)	-5%	9%[57.1 µM]	-3%&-5%

The listing continues:
SMILES	KAT2A inh	FEN1 inh	N370S GC
O=c1[nH]c2ccccc2n1C1CCN(CCCC(c2ccc(F)cc2)c2ccc(F)cc2)CC1	-21%&-10%	-24%	-29%
O=C(O)Cn1cc(/C=C2\C(=O)NC(=O)N(c3ccc(F)cc3)C2=O)c2ccccc21	-9%	·	-1%
COC(=O)N(C)c1ccc(C(O)(C(=O)OC)C(F)(F)F)cc1 (stereo not drawn)	2%	21%	-3%
COC(=O)C1=C(c2ccc(OCc3ccccc3)cc2)C[C@@H]2CC[C@H]1N2C(=O)NC1CCN(Cc2ccccc2)CC1	2%	-21%	·
COc1ccc(C(=O)Nc2cccc(S(=O)(=O)NCc3ccco3)c2)cc1	-8%	-7%	·
COc1ccc(OCC(=O)N2CCCC(N3CCN(c4ccccc4C)CC3)C2)cc1 (stereo not drawn)	-5%	1%	4%
O=C(O)[C@@H]1C[C@H]2C[C@@H](CP(=O)(O)O)CC[C@H]2CN1	16%[0.501 µM]	-2%	17%&-4%
CCC(C)N1C(=O)/C(=C\c2cnc(N(C)C)nc2)C(=O)NC1=S (stereo not drawn)	-14%	-1%	-2%
Cc1ccc(S(=O)(=O)Oc2ccccc2C=C2C(=O)N(C)C(=O)N(C)C2=O)cc1	-20%	0%	15%
COc1cc(O)cc2c1C(=O)OC(C)CCCC(=O)CCC/C=C\2 (stereo not drawn)	-3%	0%	0%
COc1ccccc1N1CCN(Cc2ccc(F)cc2)CC1	-3%	0%	3%
Cc1cccc(N2C(=O)CC(=O)NC2=O)c1	-5%	8%	6%
CC(O)(CS(=O)(=O)c1ccccc1)C(=O)Nc1cccc(C(F)(F)F)c1 (stereo not drawn)	-8%	-2%	-3%
CSc1ccc(CNC2CN3CCC2CC3)cc1 (stereo not drawn)	-3%	9%	-1%
C[C@@H]1C[C@H](C)C[C@H](C)[C@@H](O)CC(=O)O[C@H]([C@H]2CCC[C@H]2C(=O)O)C/C=C/C=C(/C#N)[C@H](O)[C@@H](C)C1	20%	·	-5%
Cc1nc2ccc(Br)cc2c(=O)n1-c1ccc([N+](=O)[O-])c(C(F)(F)F)c1	-2%	-2%	·
CCCCCSc1cc(OC)c(CCN(C)C)cc1OC	4%	5%	·
O=C1Nc2ccc(Cl)cc2C(c2ccccc2)=NC1O (stereo not drawn)	-5%	·	-14%
CCCN(CCC)CCc1ccc(O)c(O)c1	-5%	·	4%&-13%
Cc1cccc(OP(N)(N)=O)c1C	-6%	0%	-6%

Exported field by field: part of the list above.
CCCCCSc1cc(OC)c(CCN(C)C)cc1OC
  KAT2A inh = 4%
  FEN1 inh = 5%
  N370S GC = ·

Cc1nc2ccc(Br)cc2c(=O)n1-c1ccc([N+](=O)[O-])c(C(F)(F)F)c1
  KAT2A inh = -2%
  FEN1 inh = -2%
  N370S GC = ·

CSc1ccc(CNC2CN3CCC2CC3)cc1 (stereo not drawn)
  KAT2A inh = -3%
  FEN1 inh = 9%
  N370S GC = -1%

CC(O)(CS(=O)(=O)c1ccccc1)C(=O)Nc1cccc(C(F)(F)F)c1 (stereo not drawn)
  KAT2A inh = -8%
  FEN1 inh = -2%
  N370S GC = -3%

(continued)
SMILES	KAT2A inh	FEN1 inh	N370S GC
N#CCC(=O)NN1Cc2ccccc2C1=N	-5%	24%	0%
O=C(Nc1ccccc1)c1c(O)c2c(n(Cc3ccco3)c1=O)CCCC2	-26%	16%	2%
O=C(O)C1=CCCN(CCOC(c2ccc(C(F)(F)F)cc2)c2ccc(C(F)(F)F)cc2)C1	-23%[0.501 µM]	·	-3%
COC(=O)C1=C(c2ccc3ccccc3c2)C[C@@H]2CC[C@H]1N2C(=O)NCCO	-2%	-12%	·
CCCCCCCCCCCCCC(=O)OC1C(C)[C@@]2(O)C(C=C(CO)C[C@]3(O)C(=O)C(C)=C[C@H]23)[C@@H]2C(C)(C)[C@]12OC(C)=O (stereo partly drawn)	-17%	·	9%
CN1C(=O)C(Cc2nc3ccccc3c(=O)n2-c2ccccc2)c2ccccc21 (stereo not drawn)	-7%	1%	21%
Cc1nc2ccc(Cl)cc2c(=O)n1-c1cccc(Cl)c1	-5%	2%	3%
Cc1ccccc1N1C(=O)/C(=C/c2ccco2)C(=O)NC1=S	2.2µM*	·	-1%
CCCCn1c(N)c(C(=O)OCCOC)c2nc3ccccc3nc21	?	2%	?
CCN(CC)c1ccc(C=C2C(=O)N(C)C(=S)N(C)C2=O)o1	-3%	-6%	10%

The final three entries of the section above lead into the next:
SMILES	KAT2A inh	FEN1 inh	N370S GC
Cc1ccccc1N1C(=O)/C(=C/c2ccco2)C(=O)NC1=S	2.2µM*	·	-1%
CCCCn1c(N)c(C(=O)OCCOC)c2nc3ccccc3nc21	?	2%	?
CCN(CC)c1ccc(C=C2C(=O)N(C)C(=S)N(C)C2=O)o1	-3%	-6%	10%
Cn1cc([N+](=O)[O-])c(C(=O)Nc2ccc3c(C(F)(F)F)cc(=O)oc3c2)n1	1%	-12%	-5%
CN(C(=O)c1ccco1)C1(c2ccccc2Cl)CCCCC1=O (stereo not drawn)	-5%	10%	-32%
CCCCCCCC(=O)NC(Oc1ccccc1[N+](=O)[O-])C(Cl)(Cl)Cl (stereo not drawn)	-8%	4%	1%
O=C(Nc1ccccc1)NC1CC2CCC(C1)N2 (stereo not drawn)	-7%	-1%	-1%
C=Cc1ccc(Cn2c(C)c(CNCCc3cc(OC)ccc3OC)c(C(=O)O)c2C)cc1	2%	17%	·
COc1ccc(CCNCc2cccn2C)cc1OC	-4%	1%	-3%
COC(=O)c1c(C)[nH]c(C(=O)C(C)[N+]23CCN(CC2)CC3)c1C (stereo not drawn)	-8%	5%	-3%
O=C1NC(=O)N(c2ccccc2)C(=O)/C1=C/c1ccc(Sc2ccccc2)o1	24%	7%	2%
Cc1ccc(CN2C3CCCC2CC(NC(=O)Nc2cccc(F)c2)C3)cc1 (stereo not drawn)	-1%	10%	-5%
COc1ccc(NC(=O)Nc2cccc3cccnc23)cc1	-4%	?	15%
CCc1ccc(N2C(=O)NC(=O)/C(=C/c3cccn3CCOc3ccc(C)cc3)C2=O)cc1	28%	1%	-2%
CC(=O)[O][Sn]([c]1ccccc1)([c]1ccccc1)[c]1ccccc1	4.5µM*	·	-3%
CCN(CC)c1ccccc1	1%	2%	0%
O=C(c1ccccc1)C1NC1c1ccccc1 (stereo not drawn)	3%	3%	2%
COc1cccc(N2C(=O)NC(=O)/C(=C/c3ccc([N+](=O)[O-])s3)C2=O)c1	-5%	40µM*	-19%
O=C(Cc1ccccc1)Oc1ccc([N+](=O)[O-])cc1	-4%	-1%	-11%
COC(=O)C1=C(c2cccc(OCc3ccccc3)c2)C[C@@H]2CC[C@H]1N2C(=O)NCc1ccccc1OC	-7%	-3%	·

Only part of the results is shown; rates above refer to the full screens.
